EphA4 KYL inhibition: EphA4 ligand-binding antagonists – biochemical, colorimetric, mouse EphA4, primary screen (AID 689); 0.1% of 62,000 active; one-dose inhibition, % at 10 µM; IC50 in µM for titrated hits; EphA4-AP binding to KYL peptide, pNPP A405; higher % means a stronger effect; in the data active = a potency from the dose series; inactive = the rest, 99 in 100 with inhibition below about 22%
An asterisk follows results filed as active. Only part of the results is shown, so the mix of outcomes need not match the whole.

smiles	EphA4 KYL inhibition
Cc1ccc(C2=C/C(=C\c3ccc(-c4ccccc4C(=O)O)o3)C(=O)O2)cc1	25.4%
CCOc1ccc(C(=O)Cc2cc(OC)c(OC)cc2[N+](=O)[O-])cc1	-2.2%
COc1ccc(CCn2nnnc2C(c2ccc(C)cc2)N2CCN(C)CC2)cc1OC (stereo not drawn)	-7.9%
CCOC(=O)c1cnc2ccc(C(=O)OC)cc2c1Nc1ccc2c(c1)OCCO2	-11.4%
COc1cc(CNC2CCCCCC2)cc(OC)c1	-17.0%
CC1CCN(CCCOc2ccc(OCc3ccccc3)cc2)CC1	1.1%
Cc1cc(=O)[nH]c(SCCOc2ccccc2C)n1	-0.8%
O=C(NC(=S)Nc1cccc(-c2nc3ccccc3o2)c1)c1ccco1	3.9%
CCOC(=O)CSc1nnc(CNC(=O)c2ccc(S(=O)(=O)N3CCCCC3)cc2)n1C	9.0%
Cc1ccc2oc(-c3ccco3)nc2c1	-4.5%
Cn1c(=O)c2c(nc(N3CCOCC3)n2Cc2c(F)cccc2Cl)n(C)c1=O	5.7%
COc1ccc(/C=C2\CCCC3C2=NN(C(=O)c2ccco2)C3c2ccc(OC)c(OC)c2)cc1OC (stereo not drawn)	-5.6%
Cc1ccc(C)c(NC(=O)CCC(=O)NNC(=O)C(c2ccccc2)c2ccccc2)c1	-4.4%
COc1ccccc1OCc1ccc(C(=O)NCCN(C)C)o1	-3.6%
CN(CP(=O)(O)CCc1ccccc1)S(C)(=O)=O	-7.1%
O=C(Cc1ccc(Cl)cc1)Nc1nccs1	-7.6%
COc1ccc(-c2cn(/N=C/c3ccc(Cl)cc3Cl)c(N)n2)cc1	0.2%
C(=N\n1cncn1)/c1ccc(N2CCOCC2)cc1	-4.1%
CC(C)N(C(=O)c1ccc(C(=O)Nc2ccc(Nc3ccccc3)cc2)cc1)C(C)C	-3.2%
Cc1ccc(C)c(CN2C(=O)C3CCCN3c3ccc(C#N)cc32)c1 (stereo not drawn)	-4.6%
CCOc1ccc(C(=O)NC(C)(C)C)cc1Cl	3.9%
O=C(NC1CCCCC1)C(c1ccccn1)N(C(=O)Cc1cccs1)c1ccc(Cl)cc1 (stereo not drawn)	-11.1%
Cc1cc(C)cc(NC2=C(Cl)C(=O)N(c3cccc(Cl)c3)C2=O)c1	2.6%
COCCCN(C(=O)Nc1ccccc1)C(C)c1ccncc1 (stereo not drawn)	-2.6%
COc1ccc(O)c(C(=O)c2cc(C#N)c(=O)n(CC3CCCO3)c2)c1 (stereo not drawn)	-3.2%

Reprinted at random: 7 compounds from above.
smiles	EphA4 KYL inhibition
C(=N\n1cncn1)/c1ccc(N2CCOCC2)cc1	-4.1%
CC1CCN(CCCOc2ccc(OCc3ccccc3)cc2)CC1	1.1%
Cc1ccc(C)c(CN2C(=O)C3CCCN3c3ccc(C#N)cc32)c1 (stereo not drawn)	-4.6%
CCOC(=O)CSc1nnc(CNC(=O)c2ccc(S(=O)(=O)N3CCCCC3)cc2)n1C	9.0%
Cc1ccc2oc(-c3ccco3)nc2c1	-4.5%
CCOC(=O)c1cnc2ccc(C(=O)OC)cc2c1Nc1ccc2c(c1)OCCO2	-11.4%
O=C(Cc1ccc(Cl)cc1)Nc1nccs1	-7.6%

Going on with the list.
smiles	EphA4 KYL inhibition
COc1cc(NS(=O)(=O)c2ccc3c(c2)oc(=O)n3C)cc(OC)c1OC	3.8%
COC(=O)CC(C(=O)OC)C(CC(=O)OC)C(=O)OC (stereo not drawn)	-7.6%
O=C(CN1CCC(n2nnc3cc(F)ccc32)CC1)NCCc1nc2ccccc2[nH]1	-5.4%
CCCCCCCSc1nc(N)cc(=O)[nH]1	1.4%
O=C1NC(Nc2nccs2)(C(F)(F)F)C(=O)N1CCc1ccccc1 (stereo not drawn)	0.1%
O=C(Cn1ncc2c(=O)oc3ccccc3c21)N1CCN(C(=O)c2ccco2)CC1	-3.9%
CC(=O)NCCn1c(SCc2cc(=O)n3cc(Cl)ccc3n2)nc2ccccc2c1=O	0.1%
CSc1nnc(C)c(/C=C/Nc2ccc(C)cc2)n1	-1.5%
CC(C)C12CN3CC(C(C)C)(CN(C1)C3c1ccco1)C2=O (stereo not drawn)	-22.9%
CC(C)COc1ccc(-c2nnc(-c3ccncc3)o2)cc1	-7.8%
Cc1ccccc1CSCC(=O)NC(=O)NCc1ccco1	30.5%
COc1ccc(-n2nnnc2SCC(=O)NCc2ccco2)cc1OC	-9.7%
CC1=NN(c2ccc(S(N)(=O)=O)cc2)C(=O)/C1=C\c1ccc(-c2ccc(Cl)c([N+](=O)[O-])c2)o1	-7.8%
CCCC(=O)NC(c1ccc(OC)c(OC)c1)c1c(OC(=O)COc2ccccc2)ccc2ccccc12 (stereo not drawn)	13.8%
CCCc1cc(=O)[nH]c(SCC(=O)NC)n1	-0.9%
CC1(C)CC2(CCO1)OC(=O)CC2C(=O)NCCc1ccccc1 (stereo not drawn)	-10.6%
O=C(c1ccccc1)c1ccc(C(=O)N2CCN(c3ccc(F)cc3)CC2)o1	-18.2%
Cc1ccc2c(c1)/C(=N/O)CCS2	4.2%
Clc1ccc2nc(C3CCN(Cc4ccccc4)CC3)[nH]c2c1	-7.2%
O=C1C=C(NCCN2CCOCC2)CC(c2ccccc2)C1 (stereo not drawn)	-3.8%
CC(C)N=C(NC#N)SCC(=O)NC(C)(C)C	-6.0%
COc1cccc(C(=O)N2CCN(Cc3ccccc3C(F)(F)F)CC2)c1	-11.2%
CCSc1nnc(NC(=O)Cc2ccc(OC)cc2)s1	-7.0%
CCOC(=O)c1c(C)[nH]c(C(=O)CN2C(=O)NC(C)(c3ccc(C)cc3)C2=O)c1C (stereo not drawn)	5.7%
COc1cc(C=O)ccc1OCCOc1ccc(C)c(C)c1	-10.3%

Brought forward from above: three compounds, followed by the next part.
smiles	EphA4 KYL inhibition
CCSc1nnc(NC(=O)Cc2ccc(OC)cc2)s1	-7.0%
CCOC(=O)c1c(C)[nH]c(C(=O)CN2C(=O)NC(C)(c3ccc(C)cc3)C2=O)c1C (stereo not drawn)	5.7%
COc1cc(C=O)ccc1OCCOc1ccc(C)c(C)c1	-10.3%
CCN(C(=O)c1cc2cc(Cl)cc(Cl)c2oc1=O)c1ccccc1	0.5%
O=C(O)CCC(=O)N1N=C(c2ccc(Br)cc2)CC1c1ccccc1 (stereo not drawn)	1.0%
Cc1cc(C)c(S(=O)(=O)NCCCN2CCOCC2)cc1Br	-12.2%
O=C(CSc1nnc(Nc2ccccc2F)s1)NCc1ccco1	-11.5%
Cc1ccccc1S(=O)(=O)c1c(C)cc(-c2ccccc2)[nH]c1=O	-31.9%
CCCCN(C)CCNC(=O)Cn1ncc2c(=O)oc3ccc(C)cc3c21	-8.4%
CCC(=O)n1nc(-c2ccco2)nc1N	-0.3%
CCCCNC(=O)CNC(=O)c1cccs1	3.9%
Cc1ccc(N(C(=O)C(F)(F)F)C(C(=O)NC2CCCCC2)c2cccs2)cc1 (stereo not drawn)	1.1%
CC(C)n1cc(NC(=O)c2cc(-c3ccccc3)on2)cn1	6.1%
Cc1ccc(S(=O)(=O)NCCSC(C)(C)C)cc1	-5.5%
O=C(CSCc1ccco1)c1cccs1	-14.8%
COc1cccc(Nc2ncc(C(=O)O)c3ccccc23)c1	-9.8%
O=C1C2C3C=CC(C3)C2C(=O)N1c1ccc2c(c1)OCO2 (stereo not drawn)	1.2%
CCCCCCCc1nc2ccccc2[nH]1	19.6%
CCOCCn1c(CN(Cc2ccccc2)Cc2ccccc2)nc2c1c(=O)[nH]c(=O)n2C	7.6%
Cc1nc2ccccc2n1CC(O)Cn1c(C(F)(F)F)nc2ccccc21 (stereo not drawn)	1.9%
Clc1ccc(Sc2cc(Cl)c(-c3ccccc3)nn2)cc1	3.1%
O=C(c1ccccc1)N1CCCCC(S(=O)(=O)c2ccccc2)C1=O (stereo not drawn)	-6.6%
Cc1cc(NCCCN2CCOCC2)n2nc(C)c(-c3ccccc3)c2n1	-31.7%
COc1cc(-n2ccnc2SC)c(Cl)cc1Cl	9.0%
COc1ccccc1NC(=O)Cn1cnc2c1c(=O)n(C)c(=O)n2C	-4.0%
CCN(CC)S(=O)(=O)c1cccc(-c2nnc(C(=O)c3ccc(C(F)(F)F)cc3)o2)c1	-3.4%
C=CCn1c(SCC(=O)c2cc(C)n(CC3CCCO3)c2C)nnc1-c1ccccc1 (stereo not drawn)	-2.6%
Cc1ccc(/C=C2/NC(=O)N(c3ccccc3)C2=O)o1	-6.4%

Other structures
compound	EphA4 KYL inhibition
O=C(CN1C(=O)C2CCCCN2C(=O)c2ccccc21)N1CCCc2ccccc21 (stereo not drawn)	-2.3%
CCOc1ccc(N(CC(=O)N[C@@H]2C[C@H]3CC[C@@H]2C3)S(=O)(=O)c2ccc(SC)cc2)cc1	-2.3%
O=C(N/N=C(/c1ccccc1)C(F)(F)F)c1ccncc1	4.4%
COc1ccc(CCNc2oc(-c3ccc(OC)c(OC)c3)nc2C#N)cc1	-3.1%
CCOC(=O)c1c(C)oc2c1c(C(c1cccnc1)N1CCOCC1)c(O)c1ccccc12 (stereo not drawn)	3.58µM*
Nc1nc(-c2ccc3c(c2)OCCO3)cs1	-5.6%
O=C(Nc1ccccc1)N1CCn2c(nc3ccccc32)C1	-3.5%
C#CCn1cnc2c(cnn2-c2ccc(C)c(C)c2)c1=O	-10.5%
C=CCn1c(-c2ccc(N)cc2)nc2ccccc21	4.9%
Cc1c(Cl)cccc1NC(=O)Cn1cccc1	-10.3%
CCCCSC1=C(C#N)C(c2ccccc2C)CC(=O)N1 (stereo not drawn)	-10.0%
O=C(NNC1=NCCCCC1)c1ccccc1	-3.5%
O=C1Nc2cc(C(=O)N3CCOCC3)ccc2SC1N1CCOCC1 (stereo not drawn)	11.7%
Cn1c(=S)n(/N=C/c2ccc3c(c2)OCO3)c2ccccc21	-26.8%
COCCN(Cc1cc2cc(C)ccc2nc1Cl)C(=O)Nc1ccccc1C	-8.7%
Cc1ccc(N2C(=O)CC(N(CCc3ccccc3)C(=S)Nc3ccc(N(C)C)cc3)C2=O)cc1 (stereo not drawn)	-7.9%
Cc1cc(C)c(OCCCCNCc2ccccc2)c(Cl)c1	-8.6%
Cc1cccc(NC(=O)CC2S/C(=N\N=C\c3cccs3)NC2=O)c1C (stereo not drawn)	-11.6%
COc1ccc(NC(=O)CSc2nc3ccccc3o2)c(OC)c1	2.6%
COc1ccc(S(=O)(=O)N2CCC(C(=O)O)CC2)cc1C(=O)O	0.8%
Cc1nc2c(C(=O)NCc3ccco3)cnn2c(C)c1Cc1ccc(F)cc1Cl	-9.0%
Cc1ccccc1CN(c1ccc(C(N)=O)cc1)S(C)(=O)=O	-4.3%
COc1ccc(Cl)cc1S(=O)(=O)n1nnc2ccccc21	0.8%
COc1ccc2c(C)cc(SCC(=O)Nc3c(C)n(C)n(-c4ccccc4)c3=O)nc2c1	-10.4%
CN(C(=O)COC(=O)COc1ccccc1F)C1CCS(=O)(=O)C1 (stereo not drawn)	-9.2%
Cc1cccc(N2CSC3=C(C#N)C(c4ccc(C)o4)CC(=O)N3C2)c1 (stereo not drawn)	21.1%
O=C(Nc1cnn(Cc2ccc(Cl)cc2)c1)c1ccc([N+](=O)[O-])cc1	-6.3%
Cc1ccc(-c2nc3cc(NC(=O)C(C)C)ccc3o2)cc1	-4.2%
CN1CCN(c2ccc([N+](=O)[O-])cc2NC(=O)c2ccccc2Cl)CC1	-0.1%
O=C(NCCc1cccs1)C1CC(c2c(Cl)cccc2Cl)=NO1 (stereo not drawn)	6.8%
CC(=O)c1cnc2c(C(=O)O)cnn2c1C	-6.9%
O=C(NC1CCCCC1)C(c1ccco1)N(C(=O)c1csnn1)C1CCCC1 (stereo not drawn)	-4.2%
C[n+]1cc(N)cc2ccccc21	-26.4%
N#CCCN1CCN(C(=S)c2ccc(-c3ccc(Cl)c(Cl)c3)o2)CC1	12.9%
Cc1ccc(N2C(=O)/C(=C/c3cccc(Br)c3)SC2=S)cc1C	-8.7%
Cn1c(/N=C/c2c[nH]c3ccccc23)nc2ccccc21	8.8%
CCOc1ccc(-c2n[nH]c(=S)o2)cc1	-12.0%
Cc1ccccc1NC(=S)NC(NC(=O)N(C)C)C(Cl)(Cl)Cl (stereo not drawn)	-10.6%
CCOc1ccc(/C=C2/C(=O)NC(=O)N(c3ccc(OCC)cc3)C2=O)cc1	-8.4%
CCOC(=O)c1cccc(NC(=O)CSc2nnnn2CC)c1	-26.4%
COc1ccc(-c2csc(=Nc3c(C)n(C)n(-c4ccccc4)c3=O)n2C(C)(C)C)cc1	3.8%
O=C1CSC(c2ccc(Cl)cc2)N1 (stereo not drawn)	1.8%
CC(Cc1cccs1)NC(=O)Nc1ccccc1 (stereo not drawn)	0.0%
Cc1cc(C)c(S(=O)(=O)N2CCN(c3ccc([N+](=O)[O-])c(-n4nc(C)cc4C)c3)CC2)c(C)c1	-3.9%
Cc1ccc(C)c(NC(=S)NC(NC(=O)c2ccccc2F)C(Cl)(Cl)Cl)c1 (stereo not drawn)	-9.3%
Nc1nc(SCC(=O)NCCCO)nc2sc3c(c12)CCC3	-9.8%
Cc1cc(=O)n(C)c(=O)n1CC(=O)N1CCCCCC1	-0.5%
Cc1nc(-c2ccccc2)sc1-c1nc(-c2ccccc2)ncc1S(=O)(=O)c1ccccc1	0.5%
CCOC(=O)c1c(C)c(C(=O)O)n(C)c1C	-0.5%
CN1CCN(S(=O)(=O)c2ccc(N(C)Cc3cccs3)nc2)CC1	-5.9%

The closing two compounds of the section before are carried over, then new ones follow:
compound	EphA4 KYL inhibition
CCOC(=O)c1c(C)c(C(=O)O)n(C)c1C	-0.5%
CN1CCN(S(=O)(=O)c2ccc(N(C)Cc3cccs3)nc2)CC1	-5.9%
CC(c1ccc(Br)cc1)N1CC23C=CC(O2)C(C(=O)O)C3C1=O (stereo not drawn)	5.5%
CCOC(=O)Cc1csc(NC(=O)COc2ccccc2OCC)n1	-8.0%
COc1cccc2c1OC1(C)CC2NC(=O)N1 (stereo not drawn)	-2.3%
Cc1ccc(NC(=O)CS(=O)Cc2nc(-c3ccc(C)cc3)oc2C)cc1 (stereo not drawn)	4.7%

Screening results as filed in PubChem BioAssay.
